Screening results: PubChem, several laboratories
VCAM1 TNFa inh – reduces TNF alpha induced VCAM1 expression in HUVEC | HUVEC TNFa-induced VCAM-1 immunofluorescence, high-content imaging | inhibition, % at 2 µM | 0.48% of 95,000 active;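 active = inhibition above the batch mean plus 3 SD, with images confirmed as a hit by eye, cut at about 37% in these data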;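 also: 0% = TNF-stimulated DMSO wells and 100% = unstimulated control wells; not every result past the cut was called active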
sEH activator – increases human soluble epoxide hydrolase activity. P34913. purified human sEH enzymatic activity, activator screen. activation, % at 2 µM. 0.04% of 91,000 active. AID 717; in the data active = activation above about 37%; also: values of inactives mirror those of a sister screen read the other way
HUVEC tox IL1B – HUVEC cytotoxicity counter-screen, IL-1B stimulated | HUVEC cell count loss, Hoechst imaging | cell count reduction, % at 2 µM | 0.41% of 94,000 active | AID 845;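 active = cell count reduction more than 3 SD above the screen-wide mean, cut at about 70% in these data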;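 also: normalized per plate to untreated control cells as the no-loss baseline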
Smad3 inh – blocks human Smad3 binding to FoxH1 peptide. 0.29% of 88,000 active. inhibition, % at 25 µM. P84022. AID 630. TR-FRET Smad3/Dy647-FoxH1 peptide binding, europium anti-His;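 active = compounds that reduce the energy-transfer binding signal between the protein and its labelled peptide by more than half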;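 also: 0% = Smad3 plus labelled peptide maximal FRET and 100% = peptide-only background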
Target sequence (P84022 whole entry, looked up): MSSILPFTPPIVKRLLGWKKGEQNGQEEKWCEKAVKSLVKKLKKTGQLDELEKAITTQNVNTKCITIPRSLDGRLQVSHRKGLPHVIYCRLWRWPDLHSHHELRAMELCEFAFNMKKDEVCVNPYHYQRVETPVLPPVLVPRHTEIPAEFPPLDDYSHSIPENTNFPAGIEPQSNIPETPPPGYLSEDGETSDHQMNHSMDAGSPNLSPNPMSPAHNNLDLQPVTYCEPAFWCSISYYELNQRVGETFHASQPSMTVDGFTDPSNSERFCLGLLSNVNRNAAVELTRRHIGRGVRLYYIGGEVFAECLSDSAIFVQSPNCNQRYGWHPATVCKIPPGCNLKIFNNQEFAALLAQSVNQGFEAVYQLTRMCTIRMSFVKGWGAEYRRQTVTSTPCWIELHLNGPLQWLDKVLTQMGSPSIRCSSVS
HUVEC tox TNFa – HUVEC cytotoxicity counter-screen, TNF alpha stimulated | cell count reduction, % at 2 µM | AID 848 | 0.17% of 93,000 active | HUVEC TNFalpha-stimulated, Hoechst cell count, imaging;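 active = cell count reduction exceeding the screen mean by over 5 SD, scaled to untreated wells per plate, cut at about 78% in these data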;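 also: cells counted after 24 h of TNF alpha exposure following the 1 h pretreatment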
sEH inh – soluble epoxide hydrolase (human) inhibition; AID 707; recombinant human sEH enzymatic activity assay; inhibition, % at 2 µM; P34913; 0.34% of 91,000 active; in the data active = inhibition above about 80%; also: values of inactives mirror those of a sister screen read the other way; many of its hits are not listed in these tables
F-actin modifier – cytoskeleton assembly modification. 0.18% of 91,000 active. HUVEC TNFa F-actin phalloidin imaging, high content. inhibition, % at 2 µM;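 active = inhibition above the batch mean plus 3 SD and confirmed as a hit by visual image inspection, cut at about 30% in these data, passing the limit was not always enough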; also: strong numbers were not always called active
Calb biofilm kill – kills Candida albicans biofilms; C. albicans biofilm + clotrimazole, Alamar Blue; inhibition, % at 6 µM; 0.14% of 85,000 active;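 active = inhibition above 20%; inactive = inhibition below 20%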;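 also: preformed 24 hr biofilms exposed to compound for 48 hr; 0% = biofilm without compound and 100% = blank killed by clotrimazole plus chlorhexidine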
ERb SRC1 inh – ER-beta (human) coactivator binding inhibition; Q92731; TR-FRET ER-beta LBD / SRC1-Cy5 peptide binding; receptor agonist-loaded with 1 µM estradiol; inhibition, % at 25.6 µM; 1.3% of 86,000 active; AID 633;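 active = compounds whose percent inhibition of the receptor-coactivator binding signal exceeds about 50% in the single-dose screen, limit read from the data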;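 also: 0% = receptor plus peptide wells without compound and 100% = peptide-only wells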
Target sequence (Q92731 whole entry, looked up, the tested form may be a part): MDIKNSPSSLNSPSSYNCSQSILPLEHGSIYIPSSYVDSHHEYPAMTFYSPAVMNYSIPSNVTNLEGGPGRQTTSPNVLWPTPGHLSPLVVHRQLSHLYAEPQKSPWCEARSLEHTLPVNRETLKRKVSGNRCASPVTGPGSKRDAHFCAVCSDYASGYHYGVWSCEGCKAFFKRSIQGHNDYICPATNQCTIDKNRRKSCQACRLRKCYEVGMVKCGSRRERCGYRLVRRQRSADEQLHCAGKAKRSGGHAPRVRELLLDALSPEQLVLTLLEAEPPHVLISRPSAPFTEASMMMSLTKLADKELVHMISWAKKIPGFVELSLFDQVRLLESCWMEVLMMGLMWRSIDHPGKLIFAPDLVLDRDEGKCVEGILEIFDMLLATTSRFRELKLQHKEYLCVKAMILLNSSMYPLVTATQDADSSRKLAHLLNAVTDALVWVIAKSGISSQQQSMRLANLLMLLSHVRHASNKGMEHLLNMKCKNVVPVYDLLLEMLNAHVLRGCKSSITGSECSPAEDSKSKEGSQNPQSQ
Active calls of the source: *; nt = no result given; [ ] = remark or other dose. An excerpt; count on the stated rates, not on these rows.

SMILES,ERb SRC1 inh,sEH activator,HUVEC tox TNFa,HUVEC tox IL1B,Smad3 inh,F-actin modifier,VCAM1 TNFa inh,Calb biofilm kill,sEH inh
CCN(CC)S(=O)(=O)c1cccc(C(=O)OCC(=O)C23CC4CC(CC(C4)C2)C3)c1,1,-6,-4,10,7,-11,6,4,6
Cc1ccc(-n2cnc(=O)c3cccnc32)cc1,nt,6,-13,-27,nt,11,11,nt,-5
CC(C)n1c(N2CCN(CC(=O)NCc3cccs3)CC2)nc2ccccc21,2[fluorescence artefact?],0,-15,-20,2,-7,9,-2,0
CC(=O)C1=C(c2ccccc2)NC(=O)NC1c1ccccc1OCC(=O)Nc1ccccc1 (stereo unspecified),22,-7,-15,-7,3,10,9,2,4
C=CCn1c(=O)c(C(=O)Nc2cccnc2)c(O)c2ccccc21,21[fluorescence artefact?],7,-4,11,29[fluorescence artefact?],-2,-7,2,-9
COc1ccc(C(=S)NC2CCCCC2)cc1,nt,23,-13,13,nt,-4,-6,nt,-25
CCCSc1nc(C)c2cc(C)cc(C)c2n1,-2,3,-2,10,11,0,-4,5,-4
OCC#CCSc1nnc(-c2ccc(Br)cc2)o1,-1,5,-32,-76,4,nt,3,8,-3
COc1ccc(CC(=O)Nc2cccc(/C(C)=N/NC(=O)c3cccc([N+](=O)[O-])c3)c2)cc1,nt,-16,-1,-89,nt,-3,-6,nt,18
CCN(c1cccc(C(F)(F)F)c1)S(=O)(=O)c1ccc2c(c1)CCN2C(=O)C1CC1,1,-5,11,-31,-1,-9,-2,1,4
COc1cccc(-n2ccnc2SCC(=O)Nc2ccccc2)c1,-4[fluorescence artefact?],6,-21,8,-10,34,3,8,-4
COc1cc(OC)c(OC)cc1CNCCNC(=O)c1nonc1N,0,-2,nt,-28,0,-10,nt,7,3
CCOC(=O)c1nn(-c2ccc(C)c(C)c2)cc1O,nt,6,4,24,nt,-9,18,nt,-4
COC(=O)c1ccccc1NC(=O)CSc1nnc(C(CO)NC(=O)c2ccccc2Cl)n1C (stereo unspecified),0,11,10,-4,-3,0,3,4,-8
CCCc1cc(=O)[nH]c(Nc2cc(OC)ccc2OC)n1,5,3,8,16,-1,6,-1,nt,2
Cc1ccc(S(=O)(=O)NCc2cccnc2)s1,-11,8,-2,-4,-18,4,6,5,-9
Cc1cc(C)cc(OCc2nnc(SCC(=O)OC(C)C)o2)c1,-7,-12,-14,13,10[fluorescence artefact?],5,0,11,10
Cc1ccc(-n2nnnc2SCC(=O)Nc2nc(-c3ccc(F)cc3)cs2)cc1C,nt,3,2,-4,nt,7,3,nt,-3
O=c1c2ccccc2cnn1-c1ccc(Cl)cc1,-2,2,-1,-2,9,-4,0,7,-3
Cc1nc(N2CCN(c3ccccc3)CC2)nc2c1C(=O)CC(C)C2 (stereo unspecified),0,0,-10,-18,3,20,12,-1,-1
CCCCCOc1ccc(NC(=O)C(=O)NCCCn2ccnc2)cc1,nt,3,-33,-8,nt,4,-4,nt,-5
Cc1ccccc1-c1nc(CN2CCC(C(=O)NCCCN3CCOCC3)CC2)c(C)o1,nt,3,-6,7,nt,4,-20,nt,-4
COc1ccc(OC)c(C(c2nnnn2C(C)(C)C)N2CCc3ccccc3C2)c1 (stereo unspecified),-10,-12,-4,-18,9,-10,32,0,10
COC(=O)c1ccccc1NC(=O)COC(=O)c1cccnc1,3,2,-6,15,4,-6,-22,7,-2

2 of these compounds, set out differently:
The line under a structure holds: ERb SRC1 inh	sEH activator	HUVEC tox TNFa	HUVEC tox IL1B	Smad3 inh	F-actin modifier	VCAM1 TNFa inh	Calb biofilm kill	sEH inh
> Cc1nc(N2CCN(c3ccccc3)CC2)nc2c1C(=O)CC(C)C2 (stereo unspecified)
 : 0	0	-10	-18	3	20	12	-1	-1
> CCCCCOc1ccc(NC(=O)C(=O)NCCCn2ccnc2)cc1
 : nt	3	-33	-8	nt	4	-4	nt	-5

The results go on:
SMILES,ERb SRC1 inh,sEH activator,HUVEC tox TNFa,HUVEC tox IL1B,Smad3 inh,F-actin modifier,VCAM1 TNFa inh,Calb biofilm kill,sEH inh
CS(=O)(=O)N1CCCC(C(=O)NCc2ccccn2)C1 (stereo unspecified),0,-25,-20,-15,4,-2,10,4,28
CCOC(=O)c1oc2nc(C(C)C)c3c(c2c1N)CCC3,-6,nt,-8,-10,11,-2,2,4,nt
CC1CN(C2CCN(S(=O)(=O)Cc3ccccc3)CC2)CC(C)O1 (stereo unspecified),7[fluorescence artefact?],nt,29,nt,-3,-8,23,4,nt
O=C1CCCc2ccccc2N1Cc1cccc(Cl)c1,nt,4,-21,-7,nt,-5,2,nt,-5
O=C(CSc1ncc(-c2ccccc2)nn1)NCc1ccco1,3,-7,-14,-6,-1,-2,18,6,10
COc1ccc(OC)c(N(CC(=O)N2CCc3ccccc3C2)S(C)(=O)=O)c1,-5,7,-46,35,-4,3,3,8,-7
COc1cc(C)c(N(C(C)=O)c2ccccc2)c(C)c1,-6,0,37,6,-1,25,12,14,0
CC(C)CCn1c(SCCN2CCOCC2)nc2c1c(=O)[nH]c(=O)n2C,-14,14,8,32,7,25,0,3,-15
CCc1ccc(Nc2ncccc2C#N)cc1,nt,4,28,-4,nt,-30,-12,nt,-2
CCCc1cc(=O)n2c([nH]c3ccccc32)c1C#N,-10,8,-30,-17,8,-8,4,-2,-6
Cc1ccsc1/C=N/NC(=O)CSCc1ccc(Cl)cc1,nt,-19,-1,-2,nt,12,-3,nt,20
N/C(=N\OC(=O)CCc1ccccc1)c1cccc(Br)c1,nt,-11,9,-16,nt,-33,-2,nt,13
COc1cccc(-c2cc(C(F)(F)F)nc(-n3cc(Cl)cn3)n2)c1,0,2,-12,nt,-1,1,-3,10,-4
O=C(COC(=O)c1ccco1)c1ccc2ccccc2c1,21,4,15,-9,15,-18,-2,0,-4
Cc1ccc(S(=O)(=O)NC(c2ccccc2)C(C)C(=O)n2nc(C)cc2C)cc1 (stereo unspecified),nt,6,-13,-14,nt,0,-17,nt,-8
CN(C)S(=O)(=O)c1cccc(NC(=O)Cn2cnc3ccccc3c2=O)c1,-8,-4,-26,4,-4,13,6,8,4
COc1ccc2c(C)cc(SCC(=O)c3ccc4c(c3)OCO4)nc2c1,12[fluorescence artefact?],-6,nt,0,-4,nt,nt,4,4
Oc1ccc(-c2csc(Nc3cccnc3)n2)cc1,2,-5,-26,-82,7,1,9,6,4
N#Cc1c(C(F)(F)F)cc(C2CC2)nc1N1CCCC1,-5,28,-1,-18,11,nt,3,6,-32
COc1ccc(CN(C(=O)CSc2nnc(-c3ccccc3F)o2)c2ccc(F)cc2)cc1,-5,1,-5,-15,-3,-4,26,7,-1
CCOc1ccc(N2CC(C(=O)Nc3ccccc3F)CC2=O)cc1 (stereo unspecified),0,0,-22,15,8,12,15,5,2
Cc1ccc(C)c(NC2=NCC(=O)N2C2CCCCC2)c1,28[fluorescence artefact?],-1,17,4,-16,-11,-7,0,1
CC(=O)Nc1cc(-c2ccccc2)ccc1O,-9,0,-17,5,-7,29,5,9,0
O=C(N=NC(=O)c1ccc2c(O)n(C3CCCCC3)c(O)c2c1)c1cccnc1,nt,14,5,1,nt,8,15,nt,-16
O=C1c2cccnc2-c2ncccc21,-4[fluorescence artefact?],11,-24,20,15,nt,3,3,-9
Nc1nc(-c2ccc(Cl)cc2)cc(C(F)(F)F)n1,-6,4,-4,-38,6,-12,5,9,-2
CCCCN1C(=O)c2ccc(C(=O)NC3=NCCS3)cc2C1=O,23,-14,-30,-12,-6,21,13,1,17
O=C1COc2ccc(C(=O)CSc3nnc(Cc4cccs4)n3-c3ccccc3)cc2N1,4,3,22,14,4,1,20,-1,-2
CN1CCN(c2ccc(NC(=O)c3ccccc3Br)cc2)CC1,10,-8,-9,-10,8,-1,18,9,9
CCOC(=O)c1c(NC(=O)CC2SC(N)=NC2=O)sc2c1CCCC2 (stereo unspecified),nt,9,0,-30,nt,-22,-8,nt,-6
COc1cccc(CNc2cnc3ccccc3c2)c1O,3[fluorescence artefact?],10,-6,-16,6,3,-22,7,-10
O=C(CSc1nnnn1-c1ccccc1)NC(=O)NCc1ccco1,nt,17,-23,-16,nt,5,8,nt,-13
Brc1ccc(-c2nc(-c3cccnc3)no2)o1,-4,-11,-36,-13,5,2,-12,8,12
Nc1ccc(Cl)c(NC(=O)c2cccs2)c1,-5,-2,2,-26,-3,5,5,3,2
O=C(Nc1nc(-c2ccncc2)cs1)c1ccco1,49,-1,-40,-33,2,13,-4,9,-2
NC(=O)c1nn(-c2ccccc2)c(=O)cc1O,nt,-1,5,-11,nt,0,17,nt,0
Cc1cccc2c(=O)cc(C)n(CC(=O)N3CCOCC3)c12,-3[fluorescence artefact?],2,10,18,11,-32,-9,5,0
c1ccc(-n2ncc3c(NCc4ccco4)ncnc32)cc1,7,11,-38,-4,-2,3,3,6,-8
COc1ccc(C2CC(c3ccc(OC)cc3)n3nc(NC(=O)c4cccs4)nc3N2)cc1 (stereo unspecified),-14,-5,4,2,-15,-4,36,4,6
COc1cc(CNC(=O)OCC(C)C)cc(OC)c1OC,-2,-1,-32,11,-6,-4,17,4,2
O=C(/C=C/c1ccccc1)NC(=S)Nc1cccnc1,nt,-9,-13,-102,nt,11,-3,nt,7
COc1ccccc1N1CCN(C(=O)C(C)N(c2ccc(C)c(C)c2)S(C)(=O)=O)CC1 (stereo unspecified),-8,-1,-36,-48,6,6,6,8,2
O=C(CSCc1ccc(Cl)cc1)NCC1CCCO1 (stereo unspecified),-6,-2,11,22,3,2,24,3,1
O=C(Nc1ccccc1)N(Cc1ccccc1)Cc1ccccc1,-4,5,-14,-13,-3,6,8,2,-4
CC1CCc2c(sc(NS(=O)(=O)c3ccccc3)c2C(=O)OC(C)C)C1 (stereo unspecified),-1,-5,4,-20,-14,-9,47,1,5
Cc1nc2ccccc2c(=O)n1CCCn1ccnc1,-11,6,-6,-2,1,0,14,5,-8
Cn1c(Sc2ccc(C(F)(F)F)cc2[N+](=O)[O-])nnc1-c1ccccc1,nt,6,-22,-41,nt,-9,-1,nt,-8
COc1ccc(Nc2nc3ccccc3nc2NS(=O)(=O)c2cccs2)cc1,-1,2,31,-26,14,14,4,4,2
CCOP(=O)(c1ccc(N(C)C)cc1)C(O)c1ccccc1OC (stereo unspecified),4,5,-5,1,3,-14,22,11,-4
Cc1cc(NCC(C)C)n2ncnc2n1,-6,7,-3,13,-2,3,14,4,-3
C/C(=C1/C(=O)N(c2ccc([N+](=O)[O-])cc2)N=C1c1ccccc1)N(C)C,nt,0,-1,-6,nt,-7,-2,nt,3
CC(=O)C1C(c2cccc(F)c2)NC(=O)NC1(O)C(F)(F)F (stereo unspecified),-10,0,-1,-92,5[fluorescence artefact?],nt,-6,4,1
CC(=O)Nc1nonc1NC(=O)CSc1ccccn1,-9[fluorescence artefact?],5,-6,-4,-1,-3,2,7,-4
O=C(NCc1cccs1)Nc1cccc(Cl)c1,-14,-45,-38,20,3,-6,5,7,46
CC1=NN(C(=O)Cc2ccc(C)cc2)C(O)(c2cccnc2)C1 (stereo unspecified),nt,-1,0,-1,nt,5,27,nt,4
CCCCCCCCCCOC(=O)c1csc2nnsc12,0,9,-3,-1,1,0,-12,9,-10
CS(=O)(=O)N(CCc1ccccc1)CC(=O)N1CCN(c2ccccc2F)CC1,-9,-17,33,30,3,-21,0,4,17
COc1cc(OC)cc(-c2nnc(SCC(=O)N(Cc3ccccc3)C(C)(C)C)o2)c1,2[fluorescence artefact?],nt,-19,nt,10,-16,18,8,nt
